From PubChem
CXXC DNA block – blocks binding of human MLL CXXC domain to DNA. Q03164. MLL-CXXC / FITC-HOXA9 DNA fluorescence polarization. Potency, µM (series often up to 115 µM), for inactives: at the top dose activity change, negative = inhibition, usual class: inhibitors. 0.037% of 290,000 active; active = well fitted inhibition curve with a large enough effect in the polarisation, with a control signal flat, not every such curve was filed as active; inconclusive = small, poorly fitted or top-dose-only effect, or effect the other way, or a change in a side signal; inactive = no such curve, though single readings can be large or run the other way; the % refers to the polarisation; also: potency is read from the fitted curve at half-maximal effect
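Fluorescence polarization: 7 uM MLL-CXXC (stock) preincubated 5 min with compounds, then 50 nM fluorescein-HOX-A9 DNA (stock) added; 30 min ambient. Buffer 50 mM Tris-HCl pH 7.5, 50 mM NaCl, 1 mM DTT, 0.05% BSA.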
GALK inh – blocks human galactokinase activity. Purified GALK, Kinase-Glo residual ATP luminescence. Potency, µM (highest dose often 57.5 µM), for inactives: at the top dose activity change, negative = inhibition, usual class: inhibitors. 0.007% of 270,000 active. AID 1868; also: potency is read from the fitted curve at half-maximal effect; % is scaled to controls: 0 for no effect and ±100 for the full control effect
Target sequence (P51570 whole entry, looked up): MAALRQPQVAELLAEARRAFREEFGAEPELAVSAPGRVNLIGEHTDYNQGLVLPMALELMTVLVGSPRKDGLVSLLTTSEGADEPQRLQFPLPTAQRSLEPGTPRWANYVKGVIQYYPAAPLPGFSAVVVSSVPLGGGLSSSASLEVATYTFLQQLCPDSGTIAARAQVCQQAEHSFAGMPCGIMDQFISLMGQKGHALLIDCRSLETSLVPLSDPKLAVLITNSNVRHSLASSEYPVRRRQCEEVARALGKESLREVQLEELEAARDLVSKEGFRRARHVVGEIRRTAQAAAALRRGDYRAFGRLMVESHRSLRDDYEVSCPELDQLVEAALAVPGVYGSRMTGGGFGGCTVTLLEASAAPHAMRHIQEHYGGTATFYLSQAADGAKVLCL
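The enzyme phosphorylates galactose (100 uM) using ATP (35 uM); inhibition is detected as higher residual ATP, quantified by bioluminescence after 1 h reaction at room temperature, pH 8.0.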
TRPV1 agonist – agonists of human vanilloid receptor 1 (TRPV1). Q8NER1. 0.19% of 320,000 active. activation, % at 8.33 µM. TRPV1-expressing cells, Fluo-8 calcium influx, agonist mode; in the data active = activation above about 80%; inconclusive = between about 30% and that limit; also: 0% is about no effect
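Cells expressing TRPV1 were dye-loaded with Fluo-8 and read kinetically: 10 s baseline, 3 min after compound (agonist portion), then 2 min after EC20 capsaicin (allosteric enhancer portion). Calcium-bound dye fluorescence at 480/520 nm.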
S-ASM inh – blocks human secretory acid sphingomyelinase | P17405 | placental ASM, HMU-PC fluorogenic substrate, 60 min | 0.006% of 340,000 active | Potency, µM (doses to about 57.5 µM), inactives show top-dose activity change, negative = inhibition, hits mostly inhibitors; also: potency is read from the fitted curve at half-maximal effect
Target sequence (P17405 47-631 limits assumed): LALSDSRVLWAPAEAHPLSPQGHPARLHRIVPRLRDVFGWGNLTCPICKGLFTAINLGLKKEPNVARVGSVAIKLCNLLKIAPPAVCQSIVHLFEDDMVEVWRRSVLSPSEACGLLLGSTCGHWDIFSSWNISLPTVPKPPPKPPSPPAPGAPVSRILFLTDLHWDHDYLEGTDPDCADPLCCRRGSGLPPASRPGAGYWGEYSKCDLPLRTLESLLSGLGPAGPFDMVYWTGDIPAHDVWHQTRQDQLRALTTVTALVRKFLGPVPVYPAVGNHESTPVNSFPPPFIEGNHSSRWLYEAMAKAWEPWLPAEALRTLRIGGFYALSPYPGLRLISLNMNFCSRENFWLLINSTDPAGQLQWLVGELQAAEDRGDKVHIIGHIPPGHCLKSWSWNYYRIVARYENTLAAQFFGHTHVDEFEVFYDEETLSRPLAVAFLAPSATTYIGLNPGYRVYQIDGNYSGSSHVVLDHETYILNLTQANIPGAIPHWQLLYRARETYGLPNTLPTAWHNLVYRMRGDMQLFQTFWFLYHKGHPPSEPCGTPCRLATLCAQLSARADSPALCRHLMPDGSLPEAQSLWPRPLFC
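Human placenta-derived ASM enzyme was preincubated with compound for 10 minutes at room temperature, then given fluorogenic substrate HMU-PC0 (9 uM final) for 60 minutes at 37 °C; a pH 10 stop preceded fluorescence reading at Ex 386/Em 447 nm.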
Integrin act MD – integrin-mediated muscular dystrophy alleviation activation; alpha7betagal myoblasts, beta-gal FDG fluorescence, 48 h; Potency, µM (highest dose often 38.3 µM), inactives show at the highest dose activation, usual class: activators; 0.064% of 350,000 active;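 also: potency is read from the fitted curve at half-maximal effect; 100% = response of the positive control SU9516; nearly all actives have a fitted effect of over 60% in size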
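alpha7betagal+/- myoblasts (passage 13, 250/well) treated 48 h at 37C with compounds at 1:260 dilution of DMSO stock. Lysed, then beta-galactosidase activity read as FDG fluorescence (ex 480/em 540) after 30 min, with pre-read for autofluorescence.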
KCNH2 3.1 inh – blocks the human KCNH2 3.1 channel isoform | 0.95% of 340,000 active | U2OS KCNH2 3.1, thallium flux FluxOr; hits give low values | activity change, % (tested at about 1.8 µM);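 active = maximum activity change below -70%; inconclusive = maximum activity change from -70% to -50%; inactive = maximum activity change above -50%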;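 also: thallium influx rate constant from kinetic fluorescence after stimulation buffer; % is scaled to controls: 0 for no effect and ±100 for the full control effect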
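Steps: virus added to U2OS suspension (4 h, RT, dark); medium with 10% FBS added, cells plated, 37 C overnight; FluxOr/Red40 loading buffer 45 min RT; stimulation buffer, 2 min kinetic read; rate constant normalized.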
MBNL1 CUG block – blocks human MBNL1 binding to CUG repeat RNA | 0.036% of 280,000 active | Potency, µM (doses to about 57.5 µM), inactives show at the top dose activity change, negative = inhibition, usual class: inhibitors | TR-FRET MBNL1-His/biotin-(CUG)12 binding, 665/545 ratio | Q9NR56 | AID 2675; active = well fitted inhibition curve with a large enough effect in the signal ratio, with a control signal flat, not every such curve was filed as active; inconclusive = small, poorly fitted or top-dose-only effect, or effect the other way, or a change in a side signal; inactive = no such curve, though single readings can be large or run the other way; the % refers to the signal ratio; also: potency is read from the fitted curve at half-maximal effect; % is scaled to controls: 0 for no effect and ±100 for the full control effect
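Ratiometric TR-FRET (665 over 545 nm, excitation 340 nm) tracks disruption of MBNL1-His/biotin-(CUG)12 complex after 60 min at room temperature, with compounds at 92 nM to 58 uM final.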
FBPA coupling cs – inhibits coupling enzyme system, counter-screen for aldolase hits | activity change, negative = inhibition, % at 58.2 µM, hits read low | coupling enzyme system counterscreen, AmpLite Red fluorescence | 0.67% of 290,000 active; in the data active = activity change below about -30%; also: % is scaled to controls: 0 for no effect and ±100 for the full control effect
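Coupling enzymes only (glyceraldehyde-3-phosphate) + compound, at 57.5 uM final, 10 min RT; add substrate/coupling/AmpLite Red mix, 20 min RT; fluorescence ex 525/em 598 nm. Actives flag coupling-system interference.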
A-T KAP1 phos – candidate therapy for ataxia-telangiectasia; […] A-T fibroblasts, KAP-1 phosphorylation AlphaLISA; neocarzinostatin DNA damage 30 min before lysis; Potency, µM (titrated, usually from 57.5 µM), for inactives: at the top dose activation, actives largely listed as activators; 0.19% of 320,000 active; AID 485349; also: potency is read from the fitted curve at half-maximal effect; % of control where 0% means no effect; nearly all actives have a fitted effect of over 45% in size
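hTERT-immortalized A-T patient fibroblasts ([…]), 500 cells/well in OPTI-MEM, 1% FBS, got compounds for 60 min, then NCS for 30 min at 37C. Lysates were then assayed for phospho-KAP-1 by AlphaLISA (anti-pKAP1 donor, anti-KAP1 acceptor beads), 6 hr at 25C.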
hERG WT inh – blocks the wildtype human KCNH2 potassium channel; 0.37% of 340,000 active; activity change, % at 1.84 µM; AID 720551; Q12809; U2OS, BacMam KCNH2, thallium flux FluxOr; hits give low values;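 active = maximum activity change below -70%; inconclusive = maximum activity change between -70% and -50%; inactive = maximum activity change above -50%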; also: % is scaled to controls: 0 for no effect and ±100 for the full control effect
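U2OS cells were transduced with wild-type KCNH2 virus (2.03 x 10^8 / mL) for 4 h at room temperature, then cultured overnight at 37 C. Thallium flux was read with FluxOr dye. Rate constants were normalized to DMSO controls.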
Numbers without * were called inactive; ? = inconclusive; / = not tested or not shown; [ ] = another dose, or the depositor's remark. Unless noted, calls follow the shape of the dose curve; as a rule, active = well fitted curve in the direction sought with a large enough effect; inconclusive = small, poorly fitted or top-dose-only effect, or another doubt; inactive = no such curve, though single readings can be large; an effect the other way counts as inactive or inconclusive.

The opening four compounds, to show the layout:
No.	smiles	CXXC DNA block	GALK inh	TRPV1 agonist	S-ASM inh	Integrin act MD
1	O=C(CC1(O)C(=O)Nc2ccccc21)c1ccc(-n2cnnn2)cc1 (stereo not given)	3%	16%	1	1%	37%
2	Cc1ccnc(NC(=O)CNC(=O)c2cccs2)c1	/	/	-2	-1%	-29%
3	COc1ccc(CN/C(C)=C(/C#N)C(N)=O)cc1OC	6%	0%	-2	5%	3%
4	Cc1c(Cl)cccc1NC(=O)CCC(=O)NNC(=O)CCC(=O)O	-3%	-1%	-4	4%	-13%

No.	KCNH2 3.1 inh	MBNL1 CUG block	FBPA coupling cs	A-T KAP1 phos	hERG WT inh
1	23	2%	0	2%	1
2	-22	/	/	2%	-2
3	2	-2%	1	-5%	-3
4	5	-1%	0	5%	-15

The listing, from the first entry:
No.	smiles	CXXC DNA block	GALK inh	TRPV1 agonist	S-ASM inh	Integrin act MD
1	O=C(CC1(O)C(=O)Nc2ccccc21)c1ccc(-n2cnnn2)cc1 (stereo not given)	3%	16%	1	1%	37%
2	Cc1ccnc(NC(=O)CNC(=O)c2cccs2)c1	/	/	-2	-1%	-29%
3	COc1ccc(CN/C(C)=C(/C#N)C(N)=O)cc1OC	6%	0%	-2	5%	3%
4	Cc1c(Cl)cccc1NC(=O)CCC(=O)NNC(=O)CCC(=O)O	-3%	-1%	-4	4%	-13%
5	O=C(CCc1c[nH]c2ccccc12)NCC1COc2ccccc2O1 (stereo not given)	-1%	3%	29	2%	-12%
6	Cc1c(/C(O)=C2/C(=O)C(=O)N(CCN(C)C)C2c2ccc(C(C)C)cc2)cnn1-c1ccccc1 (stereo not given)	2%	7%	-1	5%	11%
7	CCCn1ncc(CN2CCC(Oc3ccc(C(=O)N4CCCC4)cc3)CC2)c1C	-3%	0%	-1	6%	29%
8	CCC[n+]1cn(/C(C(=S)Nc2cccc(Cl)c2C)=C(/[O-])c2ccc(OC)c(OC)c2)c2ccccc21	-1%	13%	-1	0%	-850%[inhibitor]
9	COc1ccc(C2=NS(=O)(=O)N(C)C(C(=O)NCc3ccccc3)=C2)cc1OC	/	/	7	5%	-11%
10	O=c1c2ccccc2nc(/C=C/c2ccccc2)n1CCCO	-3%	6%	?	-3%	2%

No.	KCNH2 3.1 inh	MBNL1 CUG block	FBPA coupling cs	A-T KAP1 phos	hERG WT inh
1	23	2%	0	2%	1
2	-22	/	/	2%	-2
3	2	-2%	1	-5%	-3
4	5	-1%	0	5%	-15
5	-4	-4%	0	4%	-19
6	2	0%	10	0%	-9
7	-16	-21%	-1	-7%	5
8	7	2%	1	3%	-3
9	7	?	1	-1%	-3
10	-17	?	6	2%	15

Going on with the list.
No.	smiles	CXXC DNA block	GALK inh	TRPV1 agonist	S-ASM inh	Integrin act MD
11	C/C(N)=C(/C#N)C(=O)CSc1nn(-c2ccc(Cl)cc2)c(=S)s1	16%	13%	?	?	-22%
12	CCCCSc1nnc(-c2ccc(C)cc2)n1C	5%	1%	2	1%	-61%[inhibitor]
13	Cn1c(CNC(=O)c2ccc(Cl)cc2)nnc1SCC(=O)N1CCOCC1	0%	-3%	1	6%	?
14	CC(C)Cn1c(CN2C(=O)c3ccccc3C2=O)nc2ccccc2c1=O	-30%	-4%	3	1%	16%
15	Cc1cccc(-n2c(SCC(=O)NCc3ccco3)nnc2-c2ccco2)c1	5%	0%	2	0%	-8%
16	COc1ccc(-n2c(SCC(=O)Nc3cccc4ccccc34)nc(O)cc2=O)cc1	0%	1%	2	-2%	5%
17	CCOc1ccc(N2CC(C(=O)Nc3cccc(S(=O)(=O)NC4=NCCC4)c3)CC2=O)cc1 (stereo not given)	-8%	-3%	2	-3%	-8%
18	CC(=O)Nc1ccc(S(=O)(=O)NCCC(=O)NCCc2ccc(F)cc2)cc1	-1%	0%	-1	1%	-14%
19	CN(C)CCCNCC(=O)NN(c1ccccc1)c1ccccc1	-7%	-1%	3	-2%	0%
20	CC1CCCC(C)N1S(=O)(=O)c1ccc(Cl)cc1 (stereo not given)	-8%	-1%	7	2%	18%

No.	KCNH2 3.1 inh	MBNL1 CUG block	FBPA coupling cs	A-T KAP1 phos	hERG WT inh
11	0	-5%	2	-2%	3
12	8	-13%	/	5%	6
13	9	-6%	/	2%	-29
14	4	2%	0	5%	3
15	-13	1%	0	7%	22
16	-20	21%	2	-12%	-27
17	3	-1%	1	2%	6
18	-4	-7%	1	1%	-5
19	7	-10%	2	3%	5
20	-17	3%	-2	-8%	-3

(more compounds)
No.	smiles	CXXC DNA block	GALK inh	TRPV1 agonist	S-ASM inh	Integrin act MD
21	COc1cccc(/C=N/NC(=O)Cn2cnc3c2c(=O)n(C)c(=O)n3C)c1OC	16%	-1%	0	-3%	1%
22	CCSc1nc2ccccc2n1CC(=O)N1CCOCC1	0%	/	-4	6%	19%
23	CC1(C)CC(=O)N(c2ccc(C#N)cc2)C(=O)C1	-10%	8%	-2	-1%	6%
24	CNC(=O)CSCCn1c(SCC(=O)NC)nc2ccccc2c1=O	-8%	3%	-1	3%	14%
25	COc1ccc(C(=O)NCCSc2ccccc2)cc1	15%	3%	?	-1%	29%
26	CC(NC(=O)c1cccs1)c1ccc(Br)cc1 (stereo not given)	/	/	/	-2%	-8%
27	Cc1ccc(C)c(NC(=O)C(=O)NCC2CCCN2S(=O)(=O)c2cccs2)c1 (stereo not given)	/	/	3	3%	13%
28	CC1(C)CC(NC(=O)c2ccncc2)CC(C)(C)N1O	4%	8%	-1	-1%	40%
29	CCc1sc(C(=O)NCc2ccccc2)cc1C	8%	11%	19	0%	-44%
30	OCCNCCOc1ccc(Cl)c(Cl)c1	0%	1%	3	3%	12%

No.	KCNH2 3.1 inh	MBNL1 CUG block	FBPA coupling cs	A-T KAP1 phos	hERG WT inh
21	4	-7%	5	50%	-1
22	-19	-10%[11.5 µM]	3	0%	-3
23	1	13%	2	-2%	-13
24	16	-16%	0	4%	-7
25	26	19%	-3	4%	15
26	-16	/	/	/	-13
27	-10	/	/	1%	-2
28	0	-8%	3	-2%	/
29	1	-4%	-2	8%	-12
30	-2	-7%	4	3%	-1

(list continues)
No.	smiles	CXXC DNA block	GALK inh	TRPV1 agonist	S-ASM inh	Integrin act MD
31	O=C(Cc1ccccc1[N+](=O)[O-])c1ccc2c(c1)OCO2	/	/	/	-1%	7%
32	COCCNC(=S)NN=C1CCC(c2ccccc2)CC1 (stereo not given)	3%	8%	-7	-3%	0%
33	CC(=O)c1c(C)[nH]c(C(=O)NCCC2=CCCCC2)c1C	-7%	1%	?	-1%	-12%
34	CCc1cc(C(=O)c2ccc(OC)cc2)c(NC(=O)CN2CCCCC2)s1	-8%	-3%	?	-1%	10%
35	CSc1ncc(C(=O)Nc2ccc(C)cc2C)c(C)n1	6%	/	?	-3%	?
36	C[C@H](N=C1NS(=O)(=O)c2ccccc21)C(=O)OCc1cc([N+](=O)[O-])cc2c1OCOC2	-3%	-2%	4	-8%	0%
37	Cc1ccc(N(CC(=O)NCc2ccc3c(c2)OCO3)S(C)(=O)=O)cc1	5%	8%	2	6%	6%
38	O=C(CCc1nnc2n(Cc3ccc(F)cc3)c(=O)c3ccccc3n12)NCCN1CCOCC1	/	/	1	-3%	8%
39	COc1ccc(-c2cc(C)no2)cc1S(=O)(=O)N(C)Cc1ccco1	8%	-3%	7	0%	-9%
40	Oc1[nH]c2ccccc2c1/C=N/N1CCCCC1	-3%	1%	-3	1%	-12%
41	O=C1OCCN1N=Cc1ccco1	/	/	/	-1%	-12%

No.	KCNH2 3.1 inh	MBNL1 CUG block	FBPA coupling cs	A-T KAP1 phos	hERG WT inh
31	-13	/	/	/	10
32	20	11%	4	6%	-5
33	10	-1%	0	/	-10
34	-35	/	0	4%	8
35	-183*	-9%	-3	7%	-213*
36	9	?	-6	-3%	-3
37	16	-3%	1	4%	13
38	-7	-13%	1	-2%	9
39	34	0%	/	6%	-27
40	?	?	-11	-3%	1
41	-5	/	/	/	-6
